# Bioassay records from PubChem BioAssay.
# Rv3671c inh – Rv3671c serine protease inhibitors, primary screen, biochemical, fluorescence polarization, M. tuberculosis H37Rv. P9WHR9. inhibition, % at 5.96 µM. AID 2606, 2010. 320,000 tested, 0.048% active; in the data active = inhibition above about 38%;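 note: extracellular domain of Rv3671c used as enzyme; 0% = enzyme with DMSO and 100% = no enzyme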
# Target sequence (P9WHR9 whole entry, looked up, the tested form may be a part): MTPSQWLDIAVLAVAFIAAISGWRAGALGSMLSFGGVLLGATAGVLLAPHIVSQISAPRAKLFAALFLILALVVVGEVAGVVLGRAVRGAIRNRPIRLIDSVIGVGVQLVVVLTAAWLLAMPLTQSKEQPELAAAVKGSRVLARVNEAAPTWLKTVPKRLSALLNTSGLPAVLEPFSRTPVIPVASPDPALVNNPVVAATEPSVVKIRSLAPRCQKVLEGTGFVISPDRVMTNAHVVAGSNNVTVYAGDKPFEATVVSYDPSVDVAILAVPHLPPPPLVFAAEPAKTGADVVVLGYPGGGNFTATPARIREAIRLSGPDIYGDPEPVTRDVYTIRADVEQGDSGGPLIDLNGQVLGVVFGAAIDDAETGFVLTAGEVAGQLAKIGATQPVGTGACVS
# TcdB GH inh – TcdB glycohydrolase inhibitors, primary screen, biochemical, single point, plate reader. Toxin B (Clostridioides difficile), P18177. TcdB glycohydrolase enzymatic assay. inhibition, % at 9.99 µM. 350,000 tested, 0.24% active. AID 652162, 2013; in the data active = inhibition above about 10%
# SARS 3CLpro inh – SARS-CoV 3CLpro protease inhibitors, primary screen, biochemical, quenched FRET; recombinant SARS-CoV 3CLpro, quenched FRET peptide cleavage; Replicase polyprotein 1ab (Severe acute respiratory syndrome coronavirus), P0C6X7; 290,000 tested, 0.14% active; inhibition, % at 6 µM; AID 1706, 2009; in the data active = inhibition above about 12%
# MazEF act – activators of E. coli MazEF toxin-antitoxin RNase, primary screen, biochemical, fluorescence, uHTS. Endoribonuclease toxin MazF (Escherichia coli (strain K12)), P0AE70. FAM/BHQ RNA-DNA oligo cleavage fluorescence, 5 h. 350,000 tested, 0.32% active. activation, % at 20 µM; in the data active = activation above about 50%
# Target sequence (P0AE70 whole entry, looked up): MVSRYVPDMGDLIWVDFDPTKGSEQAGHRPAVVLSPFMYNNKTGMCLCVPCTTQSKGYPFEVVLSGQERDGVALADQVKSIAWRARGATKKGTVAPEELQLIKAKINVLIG
# VHR inh abs – VHR1 phosphatase inhibitors, primary screen, biochemical, absorbance, uHTS | 290,000 tested, 0.52% active | inhibition, % at 13.3 µM | Dual specificity protein phosphatase 3 (Homo sapiens), P51452 | recombinant VHR phosphatase, pNPP absorbance; in the data active = inhibition above about 50%; note: some compounds called inactive have numbers as strong as hits
# Target sequence (P51452 whole entry, looked up): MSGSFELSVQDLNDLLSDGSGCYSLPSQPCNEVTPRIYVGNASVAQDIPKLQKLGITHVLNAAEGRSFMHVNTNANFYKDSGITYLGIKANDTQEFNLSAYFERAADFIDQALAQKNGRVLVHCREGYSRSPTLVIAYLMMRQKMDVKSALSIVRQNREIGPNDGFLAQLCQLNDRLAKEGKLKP
# BH1578 lux ind – inducers of Vibrio cholerae quorum light production without autoinducers, primary screen, BH1578 luxS cqsA deficient, single point; activation, % at 18.7 µM; AID 588436, 2011; V. cholerae BH1578 lux reporter, luminescence, 6 h; 350,000 tested, 0.16% active; in the data active = activation mostly above about 9.7%, no sharp cut-off; note: not every result past the cut was called active; inactives centre near 0; reference of the scale not given here
# Yp Topo-I inh – Yersinia pestis topoisomerase I inhibitors, primary screen, biochemical, cleavage product accumulation, plate reader, single point; Y. pestis Topo-I cleavage product accumulation; AID 504884, 2011; DNA topoisomerase I (Yersinia pestis CO92); activity, % at 10 µM; 360,000 tested, 0.064% active; in the data active = activity above about 50%, passing the limit was not always enough; note: inactives centre near 2
# CCHFV vOTU inh – CCHFV vOTU protease inhibitors, primary screen, biochemical, Pep-AMC substrate, fluorescence | Crimean-Congo hemorrhagic fever virus L polyprotein viral ovarian tumor (vOTU) protease … | inhibition, % at 11.5 µM | 370,000 tested, 0.55% active; in the data active = inhibition above about 30%; note: 0% = vehicle wells with enzyme and 100% = no enzyme wells
# SSB-PriA inh – inhibitors of Klebsiella pneumoniae PriA binding to SSB C-terminal tail, primary screen, biochemical, AlphaScreen. PriA–SSB C-terminal tail interaction (Klebsiella pneumoniae). AlphaScreen SSBct-PriA binding, biotinylated peptide. inhibition, % at 33 µM. 430,000 tested, 0.6% active. AID 1272365, 2023; in the data active = inhibition mostly above about 37%, no sharp cut-off; inactive = mostly below about 20%;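 note: plate controls were negative control peptide for no effect and reference peptide for full effect; strong numbers were not always called active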
# PrPC surface inh – inhibitors of human cell surface prion protein PrPC, primary screen, cell-based, TR-FRET. Major prion protein (Homo sapiens), P04156. TR-FRET read-out. inhibition, % at 13.8 µM. 370,000 tested, 0.43% active; in the data active = inhibition above about 24%; note: 0% = median of the test wells and 100% = reference compound wells
# Starred values were filed as active, the others as inactive; i = inactive; · = no result given; & = joins results of further samples.
# Order of values – Rv3671c inh	TcdB GH inh	SARS 3CLpro inh	MazEF act	VHR inh abs	BH1578 lux ind	Yp Topo-I inh	CCHFV vOTU inh	SSB-PriA inh	PrPC surface inh
COc1ccc(CCNC(=S)N2CCC(Cc3ccccc3)CC2)cc1OC
    -1	0.0	-3	3	14	-0.1	4	17	-2	13
COc1ccc(NC(=S)NCc2ccc(Cl)cc2)c(OC)c1
    -4	0.4	5	-3	22	2.8	7	-1	-3	6
CC1CCCCC1N(C)C1CCN(C(=O)CNC(=O)/C=C/c2cccc(Cl)c2)CC1 (stereo not given)
    -6	2.4	5	4	18	-0.3	2	7	-27	-24
Cc1ccc(C(=O)NC(=S)N(C)C2CCCCC2)cc1
    3	0.1	2	10	-12	-1.1	6	0	-25	3
CCS(=O)(=O)c1ccc2oc(SCC(=O)Nc3ccc(OC)cc3)nc2c1
    4	1.3	2	-8	15	·	1	-5	0	-17
CCN(CC)CCCOC(=O)C(c1ccccc1)c1ccccc1
    0	-0.2	-2	5	21	-0.8	-5	7	-5	-10
CCN(CC)S(=O)(=O)c1ccc(NC2c3ccccc3C(=O)N2Cc2ccco2)cc1 (stereo not given)
    -6	1.8	-3	3	25	0.0	1	13	2	-1
O=C(CC1CCCCC1)Nc1ccccc1-c1ccccc1
    3	1.0	-2	0	-8	i	20	-2	2	7
CC1CCN(CC(=O)Nc2cccc(C(=O)Nc3cccc(C(F)(F)F)c3)c2)CC1
    -8	0.4	-3	1	-7	0.1	2	9	-2	-5
CC(NC(=O)COc1ccccc1Cl)c1ccccc1 (stereo not given)
    -1	1.4	1	-3	-2	1.8	6	9	-18	-4
Cc1ccccc1NC(=O)Nc1nc(CN(C)C)cs1
    ·	0.2	·	·	·	i	0	4	·	-8
COc1cc(/C=C/c2cc(C(=O)O)c3ccccc3n2)ccc1OC(F)F
    13	1.5	1	2	5	i	2	9	5	-5
O=C(NCc1ccccc1)/C(=C/c1cccc([N+](=O)[O-])c1)NC(=O)c1ccco1
    3	0.4	1	2	33	-2.2	3	2	3	-19
CC(=O)c1ccc(Nc2cc(C)nc3ccc(C)cc23)cc1
    3	-5.1	0	25	11	-0.5	14	15	-8	0
C#CCn1cc[n+](CC(=O)N(C)C)c1
    4	1.8	3	7	-1	i	5	-18	-10	-6
Cc1ccc2c(c1)N(CC(=O)OCC(=O)NCc1ccccc1)C(=O)CO2
    4	0.7	4	4	30	0.6	-2	-10	-20	-1
Cc1cc(NCc2ccc3c(c2)OCO3)n2nc(C)nc2n1
    -3	1.6	-3	2	22	i	15	-5	0	-6
CCOc1cc(CN2CCN(CCOCCO)CC2)ccc1OC
    -1	·	-4	-1	25	-1.5	4	4	-6	1
CCOC(=O)c1c(C)[nH]c(C)c1C(=O)COC(=O)CSc1ccc(C)cc1
    -7	-2.0	·	-8	·	i	22	16	8	-8
Cc1nn2c(NCCN3CCOCC3)c3c(nc2c1-c1ccccc1)CCCC3
    3	1.5	3	1	30	0.6	-2	3	-8	-4

# An excerpt of these results, as tab-separated lines.
Compound	Rv3671c inh	TcdB GH inh	SARS 3CLpro inh	MazEF act	VHR inh abs	BH1578 lux ind	Yp Topo-I inh	CCHFV vOTU inh	SSB-PriA inh	PrPC surface inh
O=C(NCc1ccccc1)/C(=C/c1cccc([N+](=O)[O-])c1)NC(=O)c1ccco1	3	0.4	1	2	33	-2.2	3	2	3	-19
CC(=O)c1ccc(Nc2cc(C)nc3ccc(C)cc23)cc1	3	-5.1	0	25	11	-0.5	14	15	-8	0

# Other results.
# Order of values – Rv3671c inh	TcdB GH inh	SARS 3CLpro inh	MazEF act	VHR inh abs	BH1578 lux ind	Yp Topo-I inh	CCHFV vOTU inh	SSB-PriA inh	PrPC surface inh
O=C(O)c1cccc(CN2C(=O)SC(Nc3ccccc3)C2=O)c1 (stereo not given)
    2	·	8	8	22	-0.6	7	6	-16	2
COc1ccc(-c2nc(-c3cccs3)c(-c3cccs3)[nH]2)cc1O
    17	·	-1	16	37	3.6	-18	-3	24	19
CC(C)OP(=O)(Nc1cccc2ccccc12)OC(C)C
    -1	1.4	2	-2	0	i	4	-10	-21	4
Cc1cc(Cl)ccc1OCC(=O)Nc1ccc2oc(=O)ccc2c1
    -27	1.2	0	9	10	-0.8	3	6	-11	5
Cc1c(C(=O)C(=O)N2CCC3(CC2)OCCO3)c2ccccc2n1C
    -9	7.5	0	1	-2	-0.1	-6	21	4&-13	3
CN(C)CCCN(C(=O)/C=C/c1cccs1)c1nc2ccc(F)cc2s1
    4	1.2	3	16	2	-0.4	-5	-6	5	-12
CC(C)NC(=O)Cn1c(SCC(=O)N2CCc3ccccc3C2)nc2ccccc21
    -6	·	0	-1	24	i	9	-9	-6	0
CCOC(=O)c1cc(-c2ccc(/C=N\n3cnnc3)o2)ccc1Cl
    0	·	-1	11	6	i	11	17	·	-7
CC(=O)OC1CCC2(C)C(=CCC3C4CC(=O)N(O)C(=O)C4(C)CCC32)C1 (stereo not given)
    ·	2.1	·	1	·	-4.3	6	-15	-5	4
COc1ccc2[nH]c(C)c(CCN3C(=O)OC(C)(C)C3(C)O)c2c1 (stereo not given)
    1	4.9	-3	8	-2	-0.1	9	-3	2	-4
COc1ccc(N2C(=O)C3CCCN3C2c2cccc(Br)c2)cc1 (stereo not given)
    1	-1.2	-4	11	8	i	4	2	-6	2
CCN(CC)C(=O)c1ccccc1NC(=O)CN1C(=O)c2ccccc2S1(=O)=O
    2	3.5	4	-3	12	1.2	-2	3	-5	-1
O=C(CCSCc1cccc(Cl)c1)NCCc1ccccc1
    -7	0.9	3	-11	-5	-0.2	7	-5	-1	6
CCOC(=O)N1CCN(C2=C(NS(=O)(=O)c3ccc(Br)cc3)C(=O)c3ccccc3C2=O)CC1
    ·	-2.0	·	4	·	i	-9	13	·	-50
CCOC(=O)CC(=O)Nc1ccc(C)cc1
    -7	·	2	12	23	i	-3	4	0	7
CC(=O)Nc1ccc(NC(=O)C(C)OC(=O)CCC2CCCCC2)cc1 (stereo not given)
    1	0.9	1	-2	-2	i	16	9	-5	-4
CCCCn1c(N)c(N(CC)C(=O)c2cccs2)c(=O)[nH]c1=O
    -2	11*	·	2	·	i	-2	-6	3	1
CN(C(=O)c1ccc(NC(=O)Cc2ccc(NC(=O)C3CCCN(C(=O)C4CCCC4)C3)cc2)cc1)C1CCCC1 (stereo not given)
    ·	-0.1	·	6	·	-0.9	32	-4	0	6
CCCOc1ccc(C(=O)Nn2c(C)nc3ccccc3c2=O)cc1
    4	·	0	5	4	-0.8	8	4	-5	13
COc1cc(NC(=O)C(C)Oc2ccccc2)c(OC)cc1NC(=O)c1ccccc1 (stereo not given)
    -7	·	8	1	14	·	7	·	17	·
CC(C)CC(NC(=O)C1CCCN1C(=O)CNC(=O)OCc1ccccc1)C(=O)O (stereo not given)
    6	1.9	-5	11	27	-0.3	-5	11	3	7
O=C(NCCS(=O)(=O)NCc1ccccc1Cl)c1ccccc1
    -4	0.4	·	2	·	3.7	0	-3	-12	-3
COc1cc(C=C2C(=O)NC(=O)NC2=O)cc(OC)c1OC
    6	-0.4	2	-2	12	-0.4	2	2	-5	6
COC(=O)c1ccc(N2CCN(C)CC2)c(NC(=O)COc2ccccc2)c1
    -2	0.2	4	0	-14	-0.7	11	-13	-12	-8
c1c2c(cc3sc(N4CCOCC4)nc13)OCO2
    3	·	0	0	-2	-5.6	6	-3	1&3&-3	0
COc1ccc(C(=O)COC(=O)CCNS(=O)(=O)c2ccccc2)cc1Br
    -2	1.1	3	8	14	-6.4	5	4	-14	-5
CC(C)(C)NC(=O)CSc1ccc(S(=O)(=O)N2CCOCC2)cn1
    2	0.3	·	2	·	-0.3	4	15	-14	2
CCOc1ccc(C(=O)N2CCCCCC2)cc1
    -2	·	0	2	17	i	4	9	-2	8
Cc1ccc(S(=O)(=O)N/N=C/c2ccc3nccnc3c2)cc1
    -9	0.0	-3	4	-8	-1.0	5	-2	i	7
CS(=O)(=O)NNP(=O)(NNS(C)(=O)=O)NC(=O)c1ccccc1
    -3	0.3	1	3	-1	i	1	-10	-16	-3
COc1ccc(C#Cc2c(-c3ccc(OC)cc3)oc3ccc(-c4ccc5c(c4)OCO5)cc23)cc1
    5	-1.1	·	-5	·	i	2	5	-18	-1
COc1c(C(=O)Nc2nnc(C3CC3)s2)csc1Cl
    -10	-0.1	3	1	0	-4.2	12	8	-39	3
CC(NC(=O)C(C)N1CCN(Cc2ccccc2)CC1)c1ccccc1 (stereo not given)
    7	1.5	-3	5	17	-0.9	-4	10	1	-6
CCOC(=O)c1cc(C(=O)NC(C)c2ccccc2)c(C)[nH]c1=O (stereo not given)
    -7	1.5	-5	-1	4	-0.3	-1	-8	-9	7
O=C(CN1CCN(c2ccc(C(F)(F)F)cn2)CC1)NCc1ccc2c(c1)OCO2
    4	1.4	4	-5	23	i	15	8	-7	-3
CSCCC(NC(=O)c1ccco1)C(=O)NCC(C)(C)N1CCOCC1 (stereo not given)
    -2	0.0	·	-2	·	-0.6	0	-11	-10	3
COc1ccc(C(=O)Nc2ncccc2C)cc1S(=O)(=O)N1CCOCC1
    -1	-0.4	·	3	·	-0.3	6	-4	-1	2
CC(C)c1ccc(NC(=O)C2CCN(S(=O)(=O)c3ccc4c(c3)C(C)(C)C(=O)N4C)CC2)cc1
    -8	0.6	1	17	17	-0.2	8	-2	-11	-1
Cn1c(NCc2ccco2)nc2ccccc21
    -3	·	-1	-2	-5	i	3	5	-13	3
CC(CNC(=O)CCCn1c(=O)c2cccn2c2cccnc21)c1ccccc1 (stereo not given)
    ·	0.5	·	3	·	-4.5	-1	20	·	-10
CCC1CCCCN1CCCNC(=O)Cn1cc2c(n1)-c1c(oc(C(=O)N3CCCC3)c1C)CC2 (stereo not given)
    -3	-0.9	7	0	56*	i	11	2	11	-7
CC(NC(=O)Nc1ccccc1)C(c1cccs1)N1CCN(C)CC1 (stereo not given)
    0	1.2	2	6	-2	-0.1	0	-1	2	-7
Cc1cc(C)n(C(=O)CNC(=O)c2cccc(Cl)c2)n1
    ·	0.1	-1	-8	11	0.6	-9	13	-7	2
CCCc1sc(C(=O)Nc2nnc(C3CC3)s2)cc1CC
    ·	-0.5	·	-5	·	-1.8	8	-9	-10	0
Cc1cc(C)cc(-n2c(O)c(C=Nc3ccc(N4CCOCC4)cc3)c(=O)[nH]c2=S)c1
    -11	·	-4	-256	3	i	3	16	-7	0
CCOC(=O)c1c(-c2cccc([N+](=O)[O-])c2)csc1NC(=O)C1CC1
    -6	·	-1	-5	2	2.8	0	2	16	-11
COc1ccc(NC(=O)COc2ccc(CNCCCN3CCOCC3)cc2OC)cc1
    -10	·	-3	2	0	-1.6	-11	3	-7	6
O=C(CN1C(=O)NC(c2ccccc2)(c2ccccc2)C1=O)Nc1cccnc1Cl
    11	0.4	-3	0	26	i	2	8	-20	9
O=C(CSc1nnc(-c2cccnc2)o1)N1CCCCC1
    1	1.6	4	10	-1	i	8	-2	-13	-3
COC(=O)c1cccc(-n2nnnc2SCC(=O)Nc2nc3c(s2)CCCC3)c1
    -21	·	11	1	11	i	3	-4	12	-2
Cc1ccc(S(=O)(=O)N(C)CC(=O)NCc2ccncc2)cc1
    2	·	-2	1	36	-0.3	0	2	-11	-4

# This is a subset. The share of hits here may be higher or lower than overall.
